p53 reactivation = qHTS assay for re-activators of p53 using a Luc reporter; 320,000 tested, 0.063% active; H1299 p53-A138V BP100-luciferase reporter, luminescence, 24 h; AID 504706, 2011; Potency, µM (highest dose often 92.2 µM), without a hit: top-dose activity change, positive = activation, hits mostly activators; further: potency means the concentration at half of the fitted maximal effect; % of control where 0% means no effect; nearly all actives have a fitted effect of over 45% in size
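p53-null H1299 cells stably carrying temperature-sensitive p53-A138V and a BP100-luciferase reporter were pinned with compounds (4-point, 1:5 series) and held 24 hrs at 37 deg C. Luminescence was read 10 min after detection reagent.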
NPC1 prom act = qHTS Assay for NPC1 Promoter Activators; 320,000 tested, 2.4% active; Potency, µM (titrated, usually from 9.22 µM), for the others: at the highest dose activation, actives largely listed as activators; AID 485313, 2010; Huh7 NPC1 promoter luciferase reporter, 24 h;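 further: potency means the concentration at half of the fitted maximal effect; % of control where 0% means no effect; nearly all actives have a fitted effect of over 60% in size; reporter is driven by a mutant NPC1 promoter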
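Compounds in DMSO were transferred onto Huh7 NPC1-luciferase reporter cells pre-incubated 2 h; after 24 h at 37 °C, Amplite reagent was dispensed and luminescence recorded 10 min later.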
PKM2 act = qHTS Assay for Activators of Human Muscle isoform 2 Pyruvate Kinase; Potency, µM (doses to about 57.5 µM), without a hit: at the top dose activation, actives largely listed as activators; purified PKM2, Kinase-Glo ATP luminescence, activation; response scale: 0% is enzyme alone, no compound; Pyruvate kinase PKM (Homo sapiens), P14618; 260,000 tested, 0.34% active; further: potency means the concentration at half of the fitted maximal effect; on the % scale 0 is the no-effect control and ±100 the full control effect; nearly all actives have a fitted effect of over 55% in size
Target sequence (P14618 whole entry, looked up, canonical isoform): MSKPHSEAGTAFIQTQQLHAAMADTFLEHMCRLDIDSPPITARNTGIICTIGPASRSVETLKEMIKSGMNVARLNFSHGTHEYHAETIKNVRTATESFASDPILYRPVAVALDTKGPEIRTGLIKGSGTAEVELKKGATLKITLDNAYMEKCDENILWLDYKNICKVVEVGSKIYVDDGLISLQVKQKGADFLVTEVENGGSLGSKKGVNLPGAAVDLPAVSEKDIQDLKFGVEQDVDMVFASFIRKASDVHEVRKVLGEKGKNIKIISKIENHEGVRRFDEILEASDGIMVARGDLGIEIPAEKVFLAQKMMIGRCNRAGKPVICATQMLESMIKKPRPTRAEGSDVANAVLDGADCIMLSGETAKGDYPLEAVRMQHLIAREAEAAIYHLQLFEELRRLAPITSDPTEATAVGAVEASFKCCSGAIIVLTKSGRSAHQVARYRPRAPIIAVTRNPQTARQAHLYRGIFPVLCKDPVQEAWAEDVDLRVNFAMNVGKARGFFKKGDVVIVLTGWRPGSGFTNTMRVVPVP
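hPK-M2, >95% pure; 0.1 mM ADP / 0.5 mM PEP final; imidazole pH7.2 buffer w/ 7 mM MgCl2, 50 mM KCl; 1 h RT; Kinase-Glo lum. Intermediate enzyme activity for dual inhibitor/activator qHTS.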
ELG1 genotox = qHTS screen for small molecules that induce genotoxicity in human embryonic kidney (HEK293T) cells expressing luciferase-tagged ELG1. HEK293T ELG1-luciferase reporter, luminescence, 16 h. Potency, µM (series often up to 46 µM), without a hit: at the highest dose activity change, positive = activation, usual class: activators. 330,000 tested, 1.3% active. AID 504466, 2011; further: potency means the concentration at half of the fitted maximal effect; % of control where 0% means no effect; nearly all actives have a fitted effect of over 60% in size
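Genotoxicity was scored as increased ELG1-luciferase reporter signal, measured by ONE-Glo luminescence (30 min, room temperature). Compound or vehicle exposure of the HEK293T reporter cells lasted 16 hr at 37°C.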
Menin-MLL TR inh = qHTS Assay for Inhibitors Targeting the Menin-MLL Interaction in MLL Related Leukemias: Competition With Texas Red Labeled MLL-derived Mutant Peptide; AID 1768, 2009; O00255; 270,000 tested, 0.23% active; Menin + Texas Red MLL mutant peptide, fluorescence polarization; Potency, µM (titrated, usually from 61.6 µM), inactives show at the highest dose FP activity change, negative = inhibition, usual class: inhibitors; active means well fitted inhibition curve with a large enough effect in the polarisation, with a control signal flat, not every such curve was filed as active; inconclusive means small, poorly fitted or top-dose-only effect, or effect the other way, or a change in a side signal; inactive means no such curve, though single readings can be large or run the other way; the % refers to the polarisation; further: potency means the concentration at half of the fitted maximal effect; % of control where 0% means no effect; many of its hits are not listed in these tables
RORgamma inh = qHTS for inhibitors of ROR gamma transcriptional activity. 310,000 tested, 5.4% active. Potency, µM (titrated, usually from 53.6 µM), for inactives: top-dose activity change, negative = inhibition, most hits filed as inhibitors. Drosophila S2 Gal4-RORgamma UAS-luciferase reporter, 20 h. Nuclear receptor ROR-gamma (Mus musculus), P51450. AID 2551, 2010; further: potency means the concentration at half of the fitted maximal effect; on the % scale 0 is the no-effect control and ±100 the full control effect; nearly all actives have a fitted effect of over 60% in size
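Drosophila S2 cells stably expressing Gal4-DBD/mouse RORγ fusion under metallothionein promoter plus UAS-luciferase; compound 1 h, then 700 uM CuSO4 induction for 20 h at ambient temperature; inhibition read as reduced luminescence.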
Rab9 prom act = qHTS Assay for Rab9 Promoter Activators; Huh7 Rab9 promoter-luciferase reporter, luminescence, 24 h; Potency, µM (titrated, usually from 9.22 µM), without a hit: at the top dose activation, negative = inhibition, actives largely listed as activators; 320,000 tested, 2.8% active; AID 485297, 2010; further: potency means the concentration at half of the fitted maximal effect; % of control where 0% means no effect; nearly all actives have a fitted effect of over 60% in size
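Rab9 promoter-driven luciferase in stably transfected Huh7 cells; 1500 cells/well rested 2 h, exposed to compound in DMSO for 24 h at 37 °C, 5% CO2. Luminescence read 10 min after adding luciferase reagent at ambient temperature.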
VP16 counter = VP16 counterscreen qHTS for inhibitors of ROR gamma transcriptional activity. Drosophila S2 Gal4-VP16 UAS-luciferase, luminescence, 20 h. Potency, µM (top dose mostly 53.6 µM), inactives show top-dose activity, negative = inhibition, actives largely listed as inhibitors. 310,000 tested, 3.5% active. AID 2546, 2010;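 further: Gal4-VP16 expression switched on by copper sulfate through the metallothionein promoter; potency means the concentration at half of the fitted maximal effect; on the % scale 0 is the no-effect control and ±100 the full control effect; nearly all actives have a fitted effect of over 50% in size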
FLuc modulator = qHTS profiling assay for firefly luciferase inhibitor/activator using purifed enzyme and Km concentrations of substrates (counterscreen for miR-21 project); purified FLuc, Km substrates, luminescence inhibition; Potency, µM (top dose mostly 57.5 µM), for inactives: at the top dose activity change, negative = inhibition, usual class: inhibitors; 360,000 tested, 6.9% active; AID 588342, 2011;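 further: potency means the concentration at half of the fitted maximal effect; plate controls were vehicle for no effect and reference inhibitor for full effect; nearly all actives have a fitted effect of over 55% in size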
Target sequence (P08659 whole entry, looked up): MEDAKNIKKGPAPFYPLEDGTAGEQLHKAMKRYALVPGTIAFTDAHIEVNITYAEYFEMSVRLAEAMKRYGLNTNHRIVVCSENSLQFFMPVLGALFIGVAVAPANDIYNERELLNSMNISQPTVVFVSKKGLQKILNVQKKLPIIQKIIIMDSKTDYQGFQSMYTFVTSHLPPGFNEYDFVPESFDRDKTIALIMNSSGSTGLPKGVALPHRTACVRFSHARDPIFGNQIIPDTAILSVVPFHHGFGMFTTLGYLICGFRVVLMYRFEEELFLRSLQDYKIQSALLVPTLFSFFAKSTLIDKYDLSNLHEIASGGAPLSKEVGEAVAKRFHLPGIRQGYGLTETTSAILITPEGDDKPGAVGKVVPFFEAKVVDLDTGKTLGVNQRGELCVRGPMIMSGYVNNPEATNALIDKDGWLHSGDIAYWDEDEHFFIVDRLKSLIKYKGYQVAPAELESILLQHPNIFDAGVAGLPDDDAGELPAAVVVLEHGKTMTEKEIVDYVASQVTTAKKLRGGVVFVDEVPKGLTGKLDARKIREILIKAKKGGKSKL
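Biochemical qHTS of compounds, final roughly 60 µM downward over six points, against 10 nM purified firefly luciferase using Km concentrations of substrates (10 uM D-luciferin, 10 uM ATP) in Tris acetate pH 7.5 buffer; luminescence output.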
Giardia killer = Small Molecules that selectively kill Giardia lamblia: qHTS | activity change, % at 7.66 µM, hits read low | Giardia lamblia trophozoite viability | 340,000 tested, 0.15% active; in the data active means activity change below about -80%; inconclusive means between about -30% and that limit;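 further: parasites exposed to compound for two days anaerobically before the ATP read; on the % scale 0 is the no-effect control and ±100 the full control effect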
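ATP-content bioluminescence gauges trophozoite survival. Cells (100/well) receive compound and incubate anaerobically for 48 hrs at 37 deg C; detection reagent follows for 15-30 min at room temperature.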
BRCA1 expr act = qHTS Assay to Identify Small Molecule Activators of BRCA1 Expression; MCF7-BRCA1-FFLuc reporter, luminescence, 48 h; response scale: scaled: vehicle 0%, 10 µM genistein 100%; Potency, µM (doses to about 46.1 µM), for inactives: at the highest dose activation, actives largely listed as activators; 380,000 tested, 1.1% active; AID 624202, 2012; further: potency means the concentration at half of the fitted maximal effect; nearly all actives have a fitted effect of over 80% in size; some results filed as inactive show a strong effect at the top dose
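48 h compound treatment of MCF7-BRCA1-FFLuc cells (phenol-red free MEM, 37 °C), then 15 min with luciferase substrate and luminescence imaging.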
* marks the source's active call; other numbers are inactive results; ? = inconclusive; . = no result given; & = joins results of further samples; [ ] = remark or other dose. Unless noted, the call rests on the fitted dose curve; in most records, active means well fitted curve in the direction sought with a large enough effect; inconclusive means small, poorly fitted or top-dose-only effect, or another doubt; inactive means no such curve, though single readings can be large; an effect the other way counts as inactive or inconclusive.

Sample of the layout, four compounds:
SMILES | p53 reactivation | NPC1 prom act | PKM2 act | ELG1 genotox | Menin-MLL TR inh | RORgamma inh | Rab9 prom act | VP16 counter | FLuc modulator | Giardia killer | BRCA1 expr act
COc1ccc2ccccc2c1C(=O)/C=C\c1ccoc1 | 0% | -6% | ? | 0% | ? | 34% | 3% | 1% | 27µM* | -23 | -28%
Cc1ccc(S(=O)(=O)N(C)C)cc1NC(=O)c1ccccc1SCC(=O)N1CCCC1 | -5% | -4% | . | 1% | . | . | 5% | . | -3% | -8 | -20%
O=C(NCc1ccccc1)C(c1ccccc1F)N(C(=O)c1csnn1)C1CCCC1 (configuration not stated) | 0% | -2% | . | -7% | -13% | 22% | -4% | 8% | 1% | -2 | -11%
Cc1ccc(C(=O)C2OC(=O)C(C)(C)C(=O)C2(C)C)cc1 (configuration not stated) | -2% | -2% | -1% | 1% | . | -3% | -4% | 3% | 5% | -9 | -27%

The list itself, from the start:
SMILES | p53 reactivation | NPC1 prom act | PKM2 act | ELG1 genotox | Menin-MLL TR inh | RORgamma inh | Rab9 prom act | VP16 counter | FLuc modulator | Giardia killer | BRCA1 expr act
COc1ccc2ccccc2c1C(=O)/C=C\c1ccoc1 | 0% | -6% | ? | 0% | ? | 34% | 3% | 1% | 27µM* | -23 | -28%
Cc1ccc(S(=O)(=O)N(C)C)cc1NC(=O)c1ccccc1SCC(=O)N1CCCC1 | -5% | -4% | . | 1% | . | . | 5% | . | -3% | -8 | -20%
O=C(NCc1ccccc1)C(c1ccccc1F)N(C(=O)c1csnn1)C1CCCC1 (configuration not stated) | 0% | -2% | . | -7% | -13% | 22% | -4% | 8% | 1% | -2 | -11%
Cc1ccc(C(=O)C2OC(=O)C(C)(C)C(=O)C2(C)C)cc1 (configuration not stated) | -2% | -2% | -1% | 1% | . | -3% | -4% | 3% | 5% | -9 | -27%
Cc1cc2c3c(ccc(C)c3n1)N=CN2c1ccccc1 | -11% | -3% | -1% | -8% | -9% | -30% | -18% | 5% | -1% | 8 | 13%
COCCCNC(=O)/C(C#N)=C/c1cccc(NC(=O)c2ccccc2Cl)c1 | ? | 15% | 12% | ? | 7% | ? | ? | -23% | -13% | -1 | -12%
CSCC[C@H](NC(=O)[C@@H]1CSC2c3ccccc3C(=O)N21)C(=O)NCc1ccco1 (some centres not stated) | -4% | -2% | . | -1% | . | 14% | 3% | -6% | 0% | -14 | -16%
CCOc1ccccc1/C=C/C(=O)c1ccc(Cl)cc1 | 17% | 17% | -2% | 10% | 8% | -18% | 11% | -1% | ? | ? | -39%
CCOC(=O)c1[nH]c(C)c(C(=O)N(C)C)c1C | -4% | 1% | 0% | -3% | -18% | -26% | -3% | 14% | 6% | -15 | -7%
Cc1ccc(-c2ccnc3cc(C)nn23)cc1 | -1% | -9% | . | 0% | 20% | -1% | -6% | -8% | -1% | 2 | 0%
CCCCCCCCCCCNC(=O)c1ccoc1C | -2% | 1% | 10% | -9% | -24% | -7% | -7% | -6% | -2% | -18 | -13%
COc1ccc(CNC(=O)COC(=O)CCN2C(=O)C3CC=CCC3C2=O)cc1OC (configuration not stated) | ? | 0% | . | -1% | . | . | -5% | . | 2% | 6 | -4%
COc1ccc(NC(=O)Nc2c(C)n(C)n(-c3ccccc3)c2=O)cc1 | 6% | -4% | 6% | ? | -6% | 15% | 2% | 2% | -13% | 10 | 4%
CCOC(=O)c1cc(-c2ccc(F)cc2)n(CC(=O)NCc2cccnc2)c1C | 1% | -5% | -6% | 3% | 28% | 8% | 0% | 0% | -2% | -13 | 2%
O=C(CCN1C(=O)/C(=C\c2ccccc2)SC1=S)NNC(=O)c1cccnc1 | 5% | -2% | 0% | 0% | 0% | 104% | 0% | -23% | 1% | ? | 1%
COC(=O)c1c(C)cc(C)n2c1nc1ccccc12 | -4% | -6% | -3% | 1% | -9% | 10µM* | -6% | -6% | ? | -7 | -1%
COc1ccccc1/C=C/C(=O)OCC(=O)Nc1nnc(-c2ccccc2)o1 | 10% | 0% | . | 0% | . | . | -4% | . | -11% | -4 | -20%
CC1=C(C(=O)OCCc2ccccc2)C(c2ccsc2)NC(=O)N1C (configuration not stated) | -2% | -4% | 7% | 4% | -13% | -1% | -1% | -5% | -4% | 1 | -6%
CCOC(=O)C1(CCOC)CCN(C(=O)c2ccc(CSC)o2)CC1 | -4% | 2% | 0% | 4% | . | ? | -5% | 16% | 2% | ? | 2%
O=C(Nc1cccc(F)c1)N1CCN(C(=O)c2ccco2)CC1 | 3% | 0% | -2% | 3% | . | 15% | 12% | -9% | 4% | 24 | 5%
O=C1C=C(NCC2CCCO2)C2(CCCCC2)O1 (configuration not stated) | 6% | -3% | -11% | 4% | -1% | -14% | 5% | -3% | 2% | -12 | 0%
CCOc1ccc(-c2ccc(NS(=O)(=O)c3ccc([N+](=O)[O-])cc3)cc2)nn1 | 2% | 0% | . | 0%[9.26 µM] | ? | 0% | 1% | 0% | 4% | -11 | 17%
O=C(Nc1ccccn1)C1CCN(S(=O)(=O)c2ccccc2)CC1 | ? | ? | . | 15% | . | . | ? | . | 24µM* | 6 | 91%
Cc1cc(NC(=O)CS(=O)(=O)c2cn(Cc3ccc(F)cc3)c3ccccc23)no1 | -2% | -3% | 6% | -10% | -8%[11.7 µM] | ? | -9% | ? | 0% | 21 | -31%
CCC1(c2ccccc2)NC(=O)N(CC(=O)Nc2ccccc2C(=O)NC2CC2)C1=O (configuration not stated) | -7% | 1% | . | 0% | . | . | 1% | . | 2% | 2 | -5%

Next section
SMILES | p53 reactivation | NPC1 prom act | PKM2 act | ELG1 genotox | Menin-MLL TR inh | RORgamma inh | Rab9 prom act | VP16 counter | FLuc modulator | Giardia killer | BRCA1 expr act
CCOc1ccc(CN2CCNC(=O)C2CC(=O)NCCCC2CCCC2)cc1 (configuration not stated) | -1% | 0% | 2% | 1% | ? | 3% | 0% | ? | 3% | -1 | -2%
CCN(CC)c1ncc(C)c(=O)[nH]1 | 12% | -2% | 1% | 0% | -20% | 11% | -7% | -2% | 9% | -2 | -11%
CC(=O)Nc1ccc(NC(=O)COC(=O)c2c(-c3ccccc3)noc2C)cc1 | -2% | -3% | . | -2% | . | . | 14% | . | 0% | 17 | -23%
C=C(C)CSc1nc(N)c2c3c(sc2n1)CCC3 | ? | 27% | -2% | ? | 6% | ? | ? | 14% | ? | -9 | 43%
COc1ccc(C(C(=O)NCC2CCCO2)N(C(=O)CNC(=O)c2ccco2)c2ccc(C)c(C)c2)cc1OC (configuration not stated) | 2% | 4% | . | 2% | . | 5% | 2% | 0% | 1% | 17 | -26%
N#Cc1c(NC(=O)CSC2=NCCS2)sc2c1CCCC2 | ? | 1% | 3% | -5% | -12% | ? | -1% | 22% | -18% | -6 | -16%
COc1ccc(C(=O)C[n+]2cc(-c3ccc(OC)cc3)n3c2CCCC3)cc1 | -2%&-1% | -11%&-6% | -2%&-9% | -15%&-14% | ? | 39%&37% | -4%&0% | -5%&-25% | 0%&0% | -24&-6 | -63%&-42%
COC(=O)C1=C(N)n2c(s/c(=C\c3cccnc3)c2=O)=C(C(=O)OC)C1c1cccnc1 (configuration not stated) | -1% | 1% | -3% | -2% | -3% | -9% | 1% | -9% | 0% | . | .
Clc1ccc(-n2ncc3c(NCc4ccco4)ncnc32)cc1 | 0% | ? | -1% | -7% | ? | -13% | 2.5µM* | ? | 6µM* | -21 | ?
Cc1cc(O)c(C(C)C)cc1N=Cc1ccccc1O | -15% | 4% | ? | 0% | . | -82% | -1% | ? | 0% | -4 | -19%
Cc1cccc(OCC(=O)NC2CCCC2)c1 | 26% | 12% | -3% | ? | -17% | 0% | 10% | 3% | -5% | -2 | 32%
COCc1cc(C)nc(SCc2nc3ccccc3c(=O)[nH]2)c1C#N | 0% | -1% | 19% | 7% | 0% | 23% | -2% | 2% | -11% | 7 | -11%

This is a subset, so the mix of outcomes need not match the whole.
